MCL1 BIM primary = MCL1-BIM-BH3 interaction inhibition (human). GST-MCL1 / FITC-Bim-BH3 fluorescence polarization. inhibition, % at 10.9 µM. AID 2057. hit rate 0.68% among 320,000;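 active = inhibition above the mean inhibition of all tested compounds plus 3 SD, set per campaign, cut at about 40% in these data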;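 note: 0% = DMSO wells and 100% = unlabeled Bim-BH3 peptide control; higher means more loss of mP so more displacement of Bim peptide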
Target sequence (Q07820 whole entry, looked up): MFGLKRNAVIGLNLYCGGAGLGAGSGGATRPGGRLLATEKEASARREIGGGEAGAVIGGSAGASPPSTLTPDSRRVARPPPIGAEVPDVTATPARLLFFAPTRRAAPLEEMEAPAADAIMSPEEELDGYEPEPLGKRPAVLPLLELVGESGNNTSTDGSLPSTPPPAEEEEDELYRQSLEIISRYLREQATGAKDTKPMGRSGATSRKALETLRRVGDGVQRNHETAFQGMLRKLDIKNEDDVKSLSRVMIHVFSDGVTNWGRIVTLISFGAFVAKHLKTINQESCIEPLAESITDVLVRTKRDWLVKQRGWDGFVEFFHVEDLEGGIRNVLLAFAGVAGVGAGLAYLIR
PME-1 primary = PME-1 (human) inhibition. Q9Y570. inhibition, % at 5.9 µM. AID 2130. recombinant PME-1, FP-Rh probe fluorescence polarization. hit rate 0.53% among 320,000;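 active = inhibition above the campaign mean of all compounds plus 3 SD, cut at about 26% in these data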;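 note: competitive labeling of PME-1 active site by serine hydrolase directed probe; 0% = PME-1 with DMSO and 100% = wells lacking PME-1 enzyme; inhibitors block probe labeling so polarization falls and inhibition rises; many of its hits are not listed in these tables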
GSTO1 inh = blocks human GSTO1 in RBBP9 counter-screen; P78417; hit rate 1.1% among 300,000; inhibition, % at 5.96 µM; recombinant GSTO1, activity-based probe fluorescence polarization; AID 1974;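 active = inhibition above the campaign mean inhibition plus 3 SD, cut at about 35% in these data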;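 note: 0% = GSTO1-1 with DMSO and 100% = wells lacking GSTO1-1 enzyme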
BCLXL inh = Bcl-xL (human) inhibition. Q07817. GST-Bcl-xL / FITC-Bim BH3 peptide fluorescence polarization. inhibition, % at 10.9 µM. hit rate 0.7% among 320,000. AID 2129;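 active = inhibition above the mean of all tested compounds plus 3 SD, cutoff set per campaign, cut at about 30% in these data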;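 note: 0% = DMSO wells and 100% = unlabeled Bim-BH3 peptide competitor; inhibitors lower millipolarization by displacing the labeled peptide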
Target sequence (Q07817 whole entry, looked up): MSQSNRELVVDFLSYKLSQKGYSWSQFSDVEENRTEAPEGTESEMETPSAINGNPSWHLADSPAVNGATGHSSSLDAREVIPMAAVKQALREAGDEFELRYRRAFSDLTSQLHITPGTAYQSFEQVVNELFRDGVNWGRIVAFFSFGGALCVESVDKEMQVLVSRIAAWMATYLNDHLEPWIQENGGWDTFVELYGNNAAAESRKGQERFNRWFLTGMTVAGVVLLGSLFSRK
GLD-1 RNA inh = GLD-1-TGE RNA interaction inhibition (C. elegans) | Q17339 | purified GLD-1 + fluorescein TGE RNA, fluorescence polarization | inhibition, % at 5.96 µM | hit rate 0.44% among 320,000;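 active = percent inhibition above a per-plate cutoff, the plate mean of test compounds plus 3 SD, cut at about 30% in these data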;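 note: 0% = DMSO wells with GLD-1 and probe and 100% = wells lacking GLD-1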
MEX-5 binding = C. elegans MEX-5 TCR-2 RNA binding activity; activity score (negative = inhibition of binding), % at 10 µM; hit rate 0.38% among 300,000; MEX-5/FITC-TCR2 RNA binding, fluorescence polarization; hits give low values; AID 1832;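 active = inhibition past about -25% in most replicates, and total fluorescence under double the plate's negative control median, limit read from the data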;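 note: 0% = DMSO and -100% = 5 µM competing unlabeled TCR2 RNA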
Target sequence (Q9XUB2 whole entry, looked up): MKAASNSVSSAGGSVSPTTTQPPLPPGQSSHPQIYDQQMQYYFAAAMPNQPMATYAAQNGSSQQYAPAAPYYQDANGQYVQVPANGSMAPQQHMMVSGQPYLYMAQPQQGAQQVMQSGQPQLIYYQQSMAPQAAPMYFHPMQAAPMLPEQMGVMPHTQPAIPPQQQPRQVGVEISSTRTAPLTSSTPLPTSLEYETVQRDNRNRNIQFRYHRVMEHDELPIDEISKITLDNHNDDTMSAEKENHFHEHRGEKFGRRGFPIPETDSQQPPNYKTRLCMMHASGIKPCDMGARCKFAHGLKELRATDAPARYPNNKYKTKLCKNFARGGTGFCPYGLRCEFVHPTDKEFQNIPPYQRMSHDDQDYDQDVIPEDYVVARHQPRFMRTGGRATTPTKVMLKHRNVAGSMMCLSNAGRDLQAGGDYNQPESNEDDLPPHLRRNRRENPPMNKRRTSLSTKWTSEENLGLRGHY
Fam108B counter = blocks mouse Fam108B hydrolase in RBBP9 counter-screen; recombinant Fam108B, FP-Rh probe fluorescence polarization; hit rate 0.33% among 300,000; inhibition, % at 9.51 µM; AID 1947;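 active = inhibition above the screen mean inhibition plus 3 SD, computed separately per campaign, cut at about 18% in these data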;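 note: inhibitors lower polarization as less probe binds the enzyme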
PAD4 FP inh = PAD4 (human) enzyme inhibition. Q9UM07. recombinant PAD4, RCA probe fluorescence polarization. inhibition, % at 6.36 µM. hit rate 0.41% among 330,000;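 active = percent inhibition above a cutoff equal to the mean of all tested compounds plus 3 SD, cut at about 15% in these data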;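 note: 0% = PAD4 with RCA probe and DMSO and 100% = probe without PAD4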
TPT1 inhibitor = inhibitors of Candida albicans tRNA 2'-phosphotransferase TPT1; recombinant caTPT1, FP RNA substrate dephosphorylation; inhibition, % at 5 µM; hit rate 0.81% among 300,000;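 active = inhibition above the mean of all tested compounds plus 3 SD, set per screening campaign, cut at about 24% in these data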;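 note: plate controls were DMSO alone for no effect and ferristatin control at 100 nM for full effect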
The depositor's hits bear a star; / = not tested or not shown.

canonical_smiles | MCL1 BIM primary | PME-1 primary | GSTO1 inh | BCLXL inh | GLD-1 RNA inh | MEX-5 binding | Fam108B counter | PAD4 FP inh | TPT1 inhibitor
COc1ccc(OC)c(-c2cc(C(=O)Nc3ccccc3C(N)=O)c3ccccc3n2)c1 | 1 | -2 | 8 | 5 | 34* | 1.4 | -3 | -3 | -4
Cc1ccc(C)c(S(=O)(=O)Nc2ccc(C(=O)NCCc3ccccn3)cc2)c1 | 1 | 2 | -4 | 4 | 13 | -1.8 | 3 | -1 | -1
CC(=O)O/N=C/c1c(Cl)n(C)c2ccccc12 | 2 | -6 | 8 | 0 | 4 | -1.7 | 2 | -3 | -2
O=C(NCCO)c1ccc2c(c1)S(=O)(=O)c1ccccc1C2=O | 7 | -2 | 1 | 9 | -2 | -1.6 | 4 | -2 | -7
CCn1nnc2cc(C(=O)NCC(c3ccccc3OC)N(C)C)ccc21 (stereo not drawn) | 6 | 0 | -1 | 7 | 1 | -1.6 | -1 | -5 | -1
COc1ccc(OC)c(S(=O)(=O)N2CCCC(N3CCN(c4ccccc4)CC3)C2)c1 (stereo not drawn) | 1 | 0 | 0 | 5 | -1 | 2.3 | -2 | 0 | 4
CC(C)(C)c1ccc(C(=O)NC(=S)NCc2cccnc2)cc1 | 17 | 2 | 8 | 7 | 11 | 1.7 | 1 | -1 | 1
O=C(C1=C(O)C(=O)N(CC2CCCO2)C1c1ccccc1)c1ccco1 (stereo not drawn) | -1 | -7 | 4 | 1 | 2 | 0.5 | 2 | 1 | 0
COc1ccccc1CNC(=O)/C=C/c1cc2c(cc1Br)OCO2 | -5 | -2 | 8 | 0 | -3 | -2.4 | -1 | 1 | 3
Cc1ccc(N2CCN(/N=C/c3ccccc3)CC2)cc1 | -2 | -6 | 8 | -2 | 8 | 0.1 | -2 | -3 | 3
OCCSc1nnc(Nc2ccccc2)s1 | 3 | -4 | 9 | 0 | 3 | 1.7 | 1 | 2 | -5
Cc1cc(NC(=O)CCN2C(=O)C3C4C=CC(C4)C3C2=O)ccc1Br (stereo not drawn) | -2 | 2 | 3 | 2 | -2 | 1.2 | 4 | 6 | 1
Cn1c2ccccc2c2cc(C(=O)N3CCOCC3)sc21 | 3 | -2 | 1 | 4 | 4 | 1.1 | -4 | 4 | 1
O=C(CSc1nncn1-c1ccccc1)Nc1c(F)cccc1F | 3 | -4 | 4 | 1 | 0 | 0.5 | 2 | -3 | -1
COc1cccc(CCNC(=O)CC2C(=O)NCCN2Cc2ccc(Cl)c(F)c2)c1 (stereo not drawn) | 2 | -5 | 4 | 4 | 8 | 0.8 | -1 | 0 | -1
COc1cccc(C(=O)/C=C/Nc2cccc(O)c2)c1 | 94* | 17 | -6 | 86* | 14 | 0.5 | 2 | -1 | -24
COc1ccc(NC(=S)N2CCC(NC(=O)C3CCCCC3)CC2)cc1 | 13 | 2 | 2 | 9 | 3 | 1.9 | -2 | 0 | -2
CCC(C(=O)Nc1nccs1)c1ccccc1 (stereo not drawn) | -6 | 1 | -3 | 0 | 0 | -2.6 | -6 | -6 | -5
Cc1nc(-c2ccccc2)sc1C(=O)/C=C/c1ccccc1 | -1 | -15 | -6 | 5 | 4 | -0.4 | -7 | 1 | -4
Cc1ccc(Cn2c(=N)c(C#N)cc3c(=O)n4cccc(C)c4nc32)cc1 | -11 | -9 | 9 | -5 | 0 | -0.3 | 0 | -8 | 2
COc1ccccc1N1C(N)=NC(N)=NC1(C)C | -1 | 3 | 8 | 4 | 3 | 1.2 | -5 | -4 | -1
Cc1cc(=O)[nH]c(SCc2cc(=O)n3nc(C)sc3n2)n1 | 3 | 3 | 5 | 4 | -5 | 0.9 | -1 | -2 | 0
COc1ccc(S(=O)(=O)N2CCC(C(=O)Nc3c(F)cccc3F)CC2)cc1 | 2 | 2 | -4 | 8 | 7 | 0.6 | 2 | 4 | -2
CCC(C)(C)n1nnnc1C(c1ccccc1)N1CCN(Cc2ccccc2)CC1 (stereo not drawn) | 0 | 3 | 0 | 4 | -2 | 1.4 | 1 | -6 | -4
CCC(=O)N(c1nnc(SCC(=O)Nc2ccc(N3CCOCC3)cc2)s1)C1CC1 | -1 | -5 | / | 2 | -2 | / | / | 4 | /
COc1ccccc1C(=O)N(Cc1ccco1)C1CCS(=O)(=O)C1 (stereo not drawn) | 1 | 1 | 5 | 2 | 5 | -3.7 | 0 | -4 | 3
Cc1cccc(C(=O)N2CCN(C(=O)c3cccc(C)c3)C(C)C2)c1 (stereo not drawn) | -5 | 3 | -2 | 0 | -6 | / | -1 | -8 | -3
Cn1cccc1CC(=O)NNC(=O)Nc1ccc(F)cc1 | 0 | 8 | 10 | 6 | -2 | -1.8 | 1 | 1 | -1
Nc1ccc(-n2nncc2-c2ccc(Cl)cc2)cc1 | 2 | 5 | 5 | 5 | 6 | 3.2 | 5 | -7 | 1
O=C(CNC(=O)c1ccc(Br)o1)NCCc1ccc(F)cc1 | 1 | 2 | 1 | 3 | 2 | 0.4 | -7 | 0 | -1

The listing continues.
canonical_smiles | MCL1 BIM primary | PME-1 primary | GSTO1 inh | BCLXL inh | GLD-1 RNA inh | MEX-5 binding | Fam108B counter | PAD4 FP inh | TPT1 inhibitor
Cc1ccc(S(=O)(=O)/C(C#N)=C/c2ccccc2OCc2ccccc2)cc1 | -4 | -1 | 0 | -2 | -1 | 0.0 | -4 | 2 | -1
COC(=O)[C@@H]1C[C@@H](c2ccccc2)[C@H](C)C1(C)C | 3 | 1 | 6 | 2 | -1 | / | 5 | 2 | -6
O=C(CN1CCN(c2ccccc2)CC1)N1CCc2ccccc21 | -5 | -3 | 3 | 0 | -7 | -2.1 | 2 | -1 | -1
CC(=O)c1ccc(NC(=O)COC(=O)c2ccccc2N=Nc2ccc(N(C)C)cc2)cc1 | -8 | 14 | -5 | 3 | 4 | 1.5 | 5 | -1 | 1
N#CCC(=O)NCC1(c2ccccc2)CCCC1 | 2 | 0 | -2 | 3 | 3 | 1.5 | 2 | -6 | -3
O=C1COc2ccc(-c3csc(NCC4CCCO4)n3)cc2N1 (stereo not drawn) | 4 | -2 | -5 | 3 | -4 | -2.8 | 0 | 0 | -3
N#Cc1ncc(C(F)(F)F)cc1Sc1ccccc1N | 5 | 4 | 1 | 5 | 2 | -0.1 | -2 | -6 | 1
CC1CCCN(C(=S)NC2CCCC2)C1 (stereo not drawn) | 8 | 2 | 11 | 1 | -1 | -0.7 | 3 | -3 | 4
COC(=O)c1sccc1NC(=O)C1CC2CCC1C2 (stereo not drawn) | 8 | 2 | 1 | 2 | 5 | 1.3 | -9 | -1 | -1
CCn1c(C)nc2cc(C(=O)NNC(=S)Nc3ccc(Cl)cc3)ccc21 | 4 | 2 | -2 | 4 | -3 | -0.1 | -2 | -3 | 4
O=C1CC(c2cc(F)ccc2F)c2cc3c(cc2N1)CCC3 (stereo not drawn) | 6 | 2 | 1 | 8 | -1 | 2.9 | -2 | -3 | 0
CC(=O)Nc1ccc(NC(=O)Nc2ccccc2C)cc1 | 2 | 1 | 2 | 4 | 4 | -2.2 | 3 | 3 | 0
CCSc1cc(N2CCCC2)nc(-c2cccc(C)c2)n1 | -13 | 8 | -1 | -5 | 4 | -5.6 | -1 | -1 | 0
O=c1oc2ccc(C#CC3(O)CCCCC3)cc2cc1-n1cc(C2(O)CCCCC2)nn1 | 6 | -5 | / | 6 | 0 | / | / | -2 | /
O=C(COC(=O)c1ccccc1NC(=O)c1ccco1)NCc1ccc2c(c1)OCO2 | -1 | -2 | 9 | 3 | 2 | 2.0 | -9 | 5 | -5
CC(NC(=O)Cc1cccs1)c1ccc2c(c1)OCO2 (stereo not drawn) | 0 | -2 | 5 | 1 | 7 | 1.8 | -1 | -5 | -3
O=C(CCN1C(=O)COc2ccccc21)NCCC1=CCCCC1 | 7 | -2 | -3 | 0 | 9 | -1.3 | -4 | -5 | -1
COC(=O)CSC1=C(C#N)C(c2ccsc2)CC(=O)N1 (stereo not drawn) | -8 | 2 | -9 | 1 | 2 | -0.1 | 15 | 4 | 3
O=C(OCC(=O)c1cccs1)c1cccc(C(=O)OCC(=O)c2cccs2)n1 | 35 | -6 | 7 | 6 | -1 | -1.3 | 5 | -4 | 0
CCCCNC(=O)O/N=C(\N)CS(=O)(=O)C(C)(C)C | 5 | 0 | -2 | 8 | 3 | 1.9 | -1 | -2 | 2
CCOc1ccc(C(=O)NNC(=O)c2cc(S(=O)(=O)N3CCOCC3)ccc2Cl)cc1 | -1 | -2 | / | 5 | 6 | / | / | -5 | /
COc1ccccc1/C=N/NC(=O)CC(=O)Nc1ccc(Cl)c(Cl)c1 | 6 | -14 | -13 | 10 | 0 | 0.9 | -9 | 1 | -2
COc1ccc(CNC(=O)CN(Cc2ccc(F)cc2)C(=O)CCC(=O)Nc2nccs2)cc1 | 7 | 5 | -3 | 12 | -4 | -2.7 | 2 | -2 | -1
CSc1cccc(NC(=O)N2CCc3ccc(NC(=O)c4ccccn4)cc3C2)c1 | 1 | -21 | -11 | 4 | 10 | / | -15 | -2 | 2
CCC(C)(C)NC(=O)Cc1ccc(F)cc1 | 2 | -4 | 3 | 0 | -4 | 0.8 | 2 | 2 | -6
O=C(/C=C/Nc1ccc(F)c(Cl)c1)c1ccccc1 | -11 | 1 | -3 | -7 | -17 | -3.7 | 0 | -7 | 1
CCOC(=O)c1cc(OC(=O)c2ccccc2)n(-c2ccccc2)n1 | -2 | 6 | 0 | 0 | 5 | -0.4 | -3 | -1 | -2
O=C(/C=C/c1ccc(Cl)cc1)NC(=S)NN1CCCCC1c1cccnc1 (stereo not drawn) | 8 | 1 | -2 | 3 | -10 | 1.5 | 1 | -2 | -2
Cc1cc(NC(=O)CSc2nc(N)c(NC(=O)c3ccccc3)c(=O)[nH]2)no1 | 2 | 4 | 7 | 3 | 4 | -2.6 | 3 | 3 | 0
Cc1cc(-c2ccc(Cl)cc2)c2cnn(C(C)C)c2n1 | -9 | 13 | 1 | 2 | 1 | -1.0 | 2 | 1 | 0

(next part)
canonical_smiles | MCL1 BIM primary | PME-1 primary | GSTO1 inh | BCLXL inh | GLD-1 RNA inh | MEX-5 binding | Fam108B counter | PAD4 FP inh | TPT1 inhibitor
CCC(C)c1ccc(NS(=O)(=O)c2c(C)[nH]c(=O)[nH]c2=O)cc1 (stereo not drawn) | -3 | -9 | -2 | 0 | 0 | -1.3 | -3 | 5 | 4
O=C(c1ccc2c(=O)n3c(nc2c1)CCCCC3)N1CCN(c2ccccc2)CC1 | 11 | -2 | -1 | 5 | 0 | -1.5 | -6 | 1 | 3
O=C(Nc1ccc(N2CCN(C(=O)c3ccco3)CC2)cc1)c1ccc(F)cc1 | 2 | -9 | 3 | 4 | 7 | 0.8 | 0 | -4 | -4
Cn1c(N2CCN(S(=O)(=O)c3ccc(F)cc3)CC2)nc2ccccc21 | 3 | 8 | 2 | 0 | 3 | 1.7 | -2 | 2 | -1
COC(=O)CN1C(=O)COc2ccc(S(=O)(=O)N3CCOCC3)cc21 | -2 | 1 | 2 | 1 | -1 | -4.2 | -2 | 0 | -1
O=C(CSc1nc(-c2ccccc2)c(-c2ccccc2)o1)Nc1nnc(-c2ccccc2)s1 | -2 | 0 | 31 | 1 | -2 | 1.9 | -18 | -1 | -2
Cn1cccc1-c1cc(C(=O)N/N=C/c2cccc(O)c2)[nH]n1 | -3 | -7 | 5 | 2 | 3 | -0.6 | 2 | -6 | 1

High-throughput results deposited in PubChem by several laboratories.

The list is partial, so the mix of outcomes need not match the whole.
